# Compound activity as filed in PubChem.
# GIRK2 act = activators of NPY4-receptor-primed GIRK2 channels, summary, cell-based, HEK293, thallium flux; G protein-activated inward rectifier potassium channel 2 (Homo sapiens), P48051; 34,000 tested, under 10 active; AID 1259324, 2017; activation (% efficacy), % for hits at 37.5 µM; HEK293 GIRK2/NPY4 cells, thallium flux fluorescence;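 active = primary screen hit, no activity in plain HEK293 cells, and in GIRK2-only cells above 5% efficacy rising with concentration; inactive = the rest, including fluorescent compounds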;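 note: efficacy is normalized control-subtracted fluorescence 15 s after thallium addition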
# Target sequence (P48051 whole entry, looked up): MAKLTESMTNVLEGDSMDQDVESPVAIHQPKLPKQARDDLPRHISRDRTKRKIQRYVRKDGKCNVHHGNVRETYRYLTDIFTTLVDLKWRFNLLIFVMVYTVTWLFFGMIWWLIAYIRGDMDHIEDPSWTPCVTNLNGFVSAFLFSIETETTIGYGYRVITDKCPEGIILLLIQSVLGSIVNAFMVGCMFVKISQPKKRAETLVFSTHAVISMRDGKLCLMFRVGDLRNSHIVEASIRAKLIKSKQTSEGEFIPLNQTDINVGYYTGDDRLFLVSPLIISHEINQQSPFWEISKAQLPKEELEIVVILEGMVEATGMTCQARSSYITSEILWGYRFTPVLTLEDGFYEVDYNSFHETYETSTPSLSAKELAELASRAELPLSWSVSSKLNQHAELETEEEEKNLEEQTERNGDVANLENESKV
# Calls only; i = inactive.
SMILES,GIRK2 act
O=C(CC1CCCC1)NCCn1ncc2c(N3CCCCCC3)ncnc21,i
O=C(CN(Cc1ccc(Cl)cc1)S(=O)(=O)c1cccnc1)N1CCc2ccccc21,i
CCOC(=O)Cc1csc(NC(=O)Cc2cc(-c3ccc4c(c3)OCO4)on2)n1,i
COc1ccc(S(=O)(=O)NCC2(c3cccs3)CCCC2)cc1OC,i
O=C(Nc1nc(CC(=O)N2CCN(c3ncccn3)CC2)cs1)c1ccc[nH]c1=O,i
COc1ccc(CC(=O)NC2CNC(=O)C2)cc1OC (configuration not stated),i
CN1CCC(CNC(=O)C(=O)NCc2ccccc2Cl)CC1,i
O=C(NCc1nc2ccccc2[nH]1)C1CN(c2nc3c(C(F)(F)F)cccc3s2)C1,i
COc1ccc(NC(=O)Cn2cnc3c(sc4cccc(F)c43)c2=O)cc1,i
Cc1ccnc(OCC(=O)NC(C)C)n1,i
O=C(COc1ccc(Cl)cc1Cl)NCC1CCN(c2ncccn2)CC1,i
O=C(NCc1ccsc1)C(=O)NCc1cccs1,i
CCCCN(C(=O)Cn1nc(C(=O)N2CCN(C)CC2)cc1C)c1ccccc1,i
CC(C)(C)n1nc2c(c1NC(=O)C(=O)NCc1ccc3c(c1)OCO3)CSC2,i
CCOc1ccccc1NC(=O)C(=O)NCC1CCN(C2CCCC2)CC1,i
O=C(Cc1ccc([N+](=O)[O-])cc1)N/N=C\c1cc2c(cc1[N+](=O)[O-])OCO2,i
O=C(/C=C/c1cccs1)Nc1ccc(CC(=O)N2CCC(O)CC2)cc1,i
C#CC1(OCC(O)CN2CCC(C)CC2)CCCCC1 (configuration not stated),i
O=C(NCC1(O)CCOCC1)c1ccc(-c2ccccc2)cc1,i
CSCCC(C)(O)CNC(=O)c1cccn(C)c1=O (configuration not stated),i

# In the list so far, 11 contain nitrogen in an aromatic ring:
SMILES,GIRK2 act
O=C(CC1CCCC1)NCCn1ncc2c(N3CCCCCC3)ncnc21,i
O=C(CN(Cc1ccc(Cl)cc1)S(=O)(=O)c1cccnc1)N1CCc2ccccc21,i
CCOC(=O)Cc1csc(NC(=O)Cc2cc(-c3ccc4c(c3)OCO4)on2)n1,i
O=C(Nc1nc(CC(=O)N2CCN(c3ncccn3)CC2)cs1)c1ccc[nH]c1=O,i
O=C(NCc1nc2ccccc2[nH]1)C1CN(c2nc3c(C(F)(F)F)cccc3s2)C1,i
COc1ccc(NC(=O)Cn2cnc3c(sc4cccc(F)c43)c2=O)cc1,i
Cc1ccnc(OCC(=O)NC(C)C)n1,i
O=C(COc1ccc(Cl)cc1Cl)NCC1CCN(c2ncccn2)CC1,i
CCCCN(C(=O)Cn1nc(C(=O)N2CCN(C)CC2)cc1C)c1ccccc1,i
CC(C)(C)n1nc2c(c1NC(=O)C(=O)NCc1ccc3c(c1)OCO3)CSC2,i
CSCCC(C)(O)CNC(=O)c1cccn(C)c1=O (configuration not stated),i

# Other structures.
SMILES,GIRK2 act
Cc1noc(C)c1S(=O)(=O)NCC1CCN(C(=O)Oc2ccccc2)CC1,i
COc1ccc(-c2cc(=O)n(CC(=O)Nc3ccccc3SC)cn2)cc1,i
COc1ccc(OCC(=O)NCC(c2cccn2C)N2CCc3ccccc3C2)cc1 (configuration not stated),i
CS(=O)(=O)Nc1cccc(NC(=O)Cc2csc(Nc3ccc(Cl)cn3)n2)c1,i
CON(C)C(=O)C1CN(C(=O)c2cc(C)on2)C1,i
Cc1cc(C)n(-c2nc3c(c(=O)n(CC(N)=O)c(=O)n3C)n2Cc2ccc(F)cc2)n1,i
CC(=O)c1cccc(S(=O)(=O)N(CCc2ccccc2)Cc2ccccn2)c1,i
Cc1nnc(C2CCN(C(=O)CN3C(=O)CCC3=O)CC2)s1,i
CC(=O)c1ccc(NC(=O)c2nnn(-c3ccccc3C)c2N)cc1,i
O=C(c1ccco1)N1CCN(C(=O)C2(c3cccs3)CCOCC2)CC1,i
CC1CC(C)CN(S(=O)(=O)c2ccc(N)cc2)C1 (configuration not stated),i
Cc1cc(C)cc(OCCNC(=O)C(C)Oc2ccccc2F)c1 (configuration not stated),i
O=S(=O)(c1ccc(C2CCCCC2)cc1)N1CCN(CCO)CC1,i
CC(=O)NS(=O)(=O)c1ccc(NC(=O)c2csc(-c3cnccn3)n2)cc1,i
Cc1cnn(C)c1C(=O)Nc1sc2c(c1C#N)CCC2,i
Cc1nn(C2CCS(=O)(=O)C2)c2nc(-c3cccs3)cc(C(=O)N3CCOCC3)c12 (configuration not stated),i
COc1ccc(C(=O)NCCOc2ccc(-c3ccc(F)cc3)nn2)c(OC)c1,i
Cc1ccc(-c2cc3c(=O)n(Cc4nc(-c5ccccc5)no4)ccn3n2)cc1C,i
O=C1CC(c2nc(-c3ccc4c(c3)OCO4)no2)CN1c1ccc2c(c1)OCO2 (configuration not stated),i
COc1ccc(S(=O)(=O)Nc2ccc(CC(=O)N(C)C)cc2)cc1OC,i
CSc1ccccc1C(=O)Nc1nnc(Cc2cccs2)o1,i
Cn1nnc2c(SCC(=O)Nc3ccc(C(N)=O)cc3)ncnc21,i
CS(=O)(=O)N1CCCc2cc(NC(=O)c3c(F)cccc3Cl)ccc21,i
CN1CCN(n2c3c(c(SCC(=O)Nc4ccc(F)c([N+](=O)[O-])c4)nc2=O)CCC3)CC1,i
CCNC(=O)C1Cc2ccccc2N1C(=O)NCCc1ccc(OC)cc1 (configuration not stated),i
O=C(NCCc1ccccc1)NC1(c2nc(-c3ccsc3)no2)CCCCC1,i
COc1ccc(Br)c(C(=O)Nc2cccc(-c3cnc4n3CCC4)c2)c1,i
CC(C)c1ccc(NC(=O)C(=O)NCC2CCN(C)CC2)cc1,i
O=C(C1COCC(=O)N1Cc1ccccc1)N1CCN(c2cccc(Cl)c2)CC1 (configuration not stated),i
CCn1nnc2c(N3CCN(S(=O)(=O)c4cccnc4)CC3)ncnc21,i
O=C(CSc1nc2ccc(N3CCOCC3)cc2c(=O)n1Cc1ccccc1)c1ccc(F)cc1,i
COc1ccc(S(=O)(=O)CC(=O)Nc2ccccc2-c2nc3ccccc3s2)cc1,i
CSc1cccc(NC(=O)N2CCN(c3cc(-n4nc(C)cc4C)nc(C)n3)CC2)c1,i
COc1ccccc1NC(=O)N1CCC2(CC1)NC(=O)N(Cc1ccc(C)cc1)C2=O,i
O=C(COc1cccc2ccc(N3CCOCC3)nc12)NCC1CCCO1 (configuration not stated),i
COCCNC(=O)Cc1ccc(NC(=O)C2CC(=O)N(c3ccccc3)C2)cc1 (configuration not stated),i
O=C(CSc1nccn2nc(-c3ccccc3)cc12)NCCc1ccccc1,i
O=C(NCCn1ncc2c(N3CCN(c4ccccc4)CC3)ncnc21)c1ccco1,i
O=C(COc1ccccc1)N1CCN(c2ccc(-c3ccncc3)nn2)CC1,i
CCN1C(SCC(=O)NCc2cccc(OC)c2)=NS(=O)(=O)c2ccccc21,i
COC(=O)C1CCN(C(=O)CCc2csc(NS(=O)(=O)c3ccc(OC)cc3)n2)CC1,i
Cn1nc(NC(=O)c2cc(=O)c3ccccc3o2)c2c1NC(=O)CC2c1ccco1 (configuration not stated),i
COCC(=O)Nc1ccc(CC(=O)N2CCCC2)cc1,i
COc1cccc2cc(C(=O)NCC3CCN(C(=O)NC(C)(C)C)CC3)oc12,i
CC1CCc2nc(NC(=O)C3COc4ccccc4O3)sc2C1 (configuration not stated),i
Cn1nnc2c(SCC(=O)N3CCCC3)ncnc21,i
COC1CCN(S(=O)(=O)c2ccc3c(c2)OCCO3)CC1,i
CC(C)Oc1ccc(C(=O)NCCN2CCN(c3ccccc3F)CC2)cc1,i
NC(=O)C1Cc2ccccc2N1C(=O)/C=C\c1ccc([N+](=O)[O-])cc1 (configuration not stated),i
Cn1cccc1CN(C(=O)COc1ccccc1F)C1CC1,i

# Additional entries.
SMILES,GIRK2 act
Cc1ccc(CC(=O)Nc2nnc(-c3ccccn3)o2)c(C)c1,i
O=C(CCCCCn1c(=S)[nH]c2ccc(Br)cc2c1=O)NC1CCCC1,i
Cc1cccc2cc(C3CC(c4ccco4)=NN3C(=O)C(C)C)c(Cl)nc12 (configuration not stated),i
CC(C)(C)CC(=O)NCC1COC2(CCCCC2)O1 (configuration not stated),i
O=C(CCCCCn1c(=S)[nH]c2ccc(Br)cc2c1=O)N1CCOCC1,i
Cc1cc(C(=O)NCC2CCN(C(=O)NC(C)(C)C)CC2)no1,i
COc1ccccc1Cc1noc(C2CN(S(=O)(=O)c3ccc(Cl)s3)C2)n1,i
COc1ccc(-c2cc(CC(=O)NCc3cccs3)no2)cc1,i
Cn1nc2c(c1NC(=O)/C=C/c1ccccc1Cl)CCC2,i
COc1cccc(C(=O)N2CCC(c3cccs3)CC2)c1OC,i
Cc1cccc2sc(NC(=O)CCc3csc(NC(=O)c4ccc(F)cc4)n3)nc12,i
CC(=O)c1ccc(N2CCN(C(=O)c3ccc4c(=O)n5c(nc4c3)SCC5)CC2)cc1,i
CC(C)(C)NC(=O)NCC1CCN(S(C)(=O)=O)CC1,i
CNc1nnc(-c2sc3nc4n(c(=O)c3c2C)CCC4)s1,i
COc1ccc(S(=O)(=O)NCCCn2nc(-c3cccs3)ccc2=O)cc1F,i
CCn1nnc2c(SCC(=O)Nc3cccc(C(F)(F)F)c3)ncnc21,i
Cc1ccc(-n2nc3c(c2NC(=O)C(=O)NCc2ccccn2)CSC3)c(C)c1,i
Cc1cccc(NC(=O)Cn2nc(C(=O)N3CCN(C)CC3)cc2C)c1C,i
O=C(Nc1ccc(S(=O)(=O)N2CCN(c3cnccn3)CC2)cc1)c1ccc(-c2ccccc2)cc1,i
O=C(NCCC(O)c1cccs1)C1c2ccccc2Oc2ccccc21 (configuration not stated),i
CSCCC(C)(O)CNS(=O)(=O)c1ccc(C(C)=O)cc1 (configuration not stated),i
COc1cc2cc(CNc3ccc(C)cc3)c(=O)n(CC(=O)Nc3ccccc3C)c2cc1OC,i
CCCOc1ccc(-c2csc(NC(=O)C3CCCCN3S(C)(=O)=O)n2)cc1 (configuration not stated),i
CCS(=O)(=O)N1CCCc2cc(NC(=O)CCS(=O)(=O)c3ccccc3)ccc21,i
c1ccc(-n2ncc3c(N4CCCc5ccccc54)nnnc32)cc1,i
Cc1ccc(S(=O)(=O)N2CCOC23CCN(C(=O)NCc2cccs2)CC3)cc1,i
CN(C)C(CNC(=O)C(=O)Nc1ccccc1C#N)c1cccc2ccccc12 (configuration not stated),i
Cc1ccc(NC(=O)C2CCN(c3cnc4ccccc4n3)CC2)cc1C,i
Cc1nnc(-c2ccc(NC(=O)c3ccc(OC(C)C)cc3)cc2)o1,i
O=C(Nc1ccc(N2CCCCC2=O)cc1)c1cc(Cl)ccc1[N+](=O)[O-],i
O=C1CS/C(=N\N=C2\NC(=O)C(CC(=O)c3ccc(F)cc3)S2)N1 (configuration not stated),i
COc1ccccc1C(=O)Nc1nc2ncccc2cc1-c1ccccc1,i
O=C(c1n[nH]c2ccccc12)N1CCN(c2ccccc2)CC1,i
O=C(NCCS(=O)(=O)N1CCN(c2ccccn2)CC1)c1cccc(Cl)c1,i
COCCCNC(=O)C(=O)Nc1c(C(N)=O)oc2ccccc12,i
CN(C)C(CNC(=O)c1ccc(Br)o1)c1ccco1 (configuration not stated),i
COc1ccc(CC(=O)Nc2ccc3c(c2)N(C(=O)C2CCCC2)CC3)cc1,i
COc1ncccc1C(=O)Nc1ccc2cn[nH]c2c1,i
COc1ccc2nc(-c3ccc(OC)c(NC(=O)c4cc(Cl)ccc4Cl)c3)cn2n1,i
CCNC(=O)c1nsc(C(=O)N2CCN(c3cc(Cl)ccc3C)CC2)c1N,i
CC(=O)N1CCc2ccc(NS(=O)(=O)c3cc(F)ccc3F)cc21,i
O=C(NCCNC(=O)C(F)(F)F)c1ccc(NC(=O)C2CC2)cc1,i
COc1ccc(-c2csc(NC(=O)c3cccc(S(=O)(=O)C(C)C)c3)n2)cc1C,i
COc1ccc(NC(=O)C(=O)NCCCN2CCOCC2)c(OC)c1,i
Cc1ccc(-n2ccnc2N2CCN(C(=O)c3cc(=O)c4ccccc4o3)CC2)cc1,i
O=C(Cn1nc(C(=O)N2CCOCC2)cc1C1CC1)NCCCN1CCCC1=O,i
Cc1ccc(NC(=O)C(=O)NCC(c2cccn2C)N2CCN(C)CC2)cc1 (configuration not stated),i
Cc1ccc(C(=O)Nc2ccc(C(=O)NCCNC(=O)c3ccco3)cc2)cc1,i
CS(=O)(=O)N1CCCc2ccc(NC(=O)Nc3ccccc3)cc21,i
COc1ccc(CCNC(=O)NC2CNC(=O)C2)cc1 (configuration not stated),i

# Continuation.
SMILES,GIRK2 act
CS(=O)(=O)N1CCCCC1C(=O)N(Cc1ccccc1)Cc1ccccc1 (configuration not stated),i
COC(=O)c1ccc(NC(=O)Cc2cc(-c3ccc(F)cc3F)on2)cc1,i
C=CCc1cccc2cc(C(N)=O)c(=Nc3cccc(O)c3)oc12,i
COc1cccc(C(O)=C2C(=O)C(=O)N(c3ccccn3)C2c2ccc(OC)c(OC)c2)c1 (configuration not stated),i
COC(=O)c1ccc2c(=O)n(CC(=O)N3CCN(Cc4ccc5c(c4)OCO5)CC3)c(=S)[nH]c2c1,i
COc1ccccc1CNC(=O)CCc1csc(NC(=O)c2cccs2)n1,i
Cc1ccc(N2C(=O)CC(Sc3ncccc3C(=O)O)C2=O)cc1Cl (configuration not stated),i
COc1cc(COCC2CCN(CC(=O)NCc3ccc(F)cc3)CC2)cc(OC)c1,i
COc1cc([N+](=O)[O-])ccc1NC(=O)C=C(C)C,i
CC(C)Oc1ccc(C(=O)Nc2ccc3c(c2)CCC(=O)N3Cc2ccccc2)cc1,i

# These rows are one share of the data (hit frequency here may not be typical).
